Furin inhibitor: human furin inhibitors, primary screen, biochemical, fluorescence intensity; purified furin, fluorogenic substrate cleavage; actives 0.061% (n = 220,000); inhibition, % at 30 µM; in the data active = inhibition above about 25%; note: inactives centre near -15
EBV gp42 block: Epstein-Barr virus gp42 inhibitors, primary screen, biochemical, uHTS, fluorescence polarization; Fluorescence polarization binding assay, mP read-out; actives 0.42% (n = 220,000); Glycoprotein 42 (Epstein-Barr virus (strain AG876)), Q1HVG2; inhibition, % (tested at 21.74 µM); in the data active = inhibition above about 50%
thrombin 1536: human alpha-thrombin inhibitors, primary screen, counter-screen for coagulation protease inhibitor project, biochemical, 1536-well, fluorogenic AMC substrate; inhibition, % at 5 µM; actives 0.26% (n = 220,000); Prothrombin (Homo sapiens), P00734; Boc-VPR-AMC fluorogenic substrate cleavage;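 active = inhibition at or above 40%; inactive = inhibition below 40%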;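 note: 0% = enzyme with no compound and 100% = wells without enzyme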
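Test system: human alpha-thrombin protein / Dosing: one concentration per compound, 5 µM, with 0.2% DMSO / Medium: pH 7.5 Tris-saline with Tween 20 / Benchmarks: no-compound enzyme wells and no-enzyme blanks / Read-out basis: percent inhibition of thrombin substrate cleavage / Timing: reaction at room temperature / Measured by: fluorescence, ex 355 nm, em 460 nm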
PPC-1+TRAIL kill: compounds killing PPC-1 cancer cells with TRAIL present, primary screen, TRAIL potentiator project, ATPLite luminescence, uHTS; cell killing (% activity), % at 4 µM; actives 0.41% (n = 220,000); PPC-1 cells + TRAIL, ATPLite viability luminescence;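 active = cell killing above 50% in the first pass at 4 µM, then a duplicate retest at 5 µM averaging 50% or more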;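 note: plate controls were cells with TRAIL plus DMSO for no effect and medium-only wells lacking cells for full effect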
Cl transport mod: KCC2 cotransporter modulators, thallium flux, primary screen, cell-based, HEK293 KCC2, FluoZin-2 fluorescence, MLSMR | Solute carrier family 12 member 5 (Homo sapiens), Q9H2X9 | KCC2 cells, thallium flux FluoZin-2 fluorescence | B-score of Tl+ flux slope (higher = more flux/activation; lower = inhibition) at 10 µM | actives 2.2% (n = 190,000) | AID 1456, 2008;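 active = thallium flux slope and its plate-corrected score both differing from the plate sample mean at a set confidence after two filtering rounds, in either direction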;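 note: slope of fluorescence scaled to starting intensity during 10 to 20 s after thallium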
Target sequence (Q9H2X9 whole entry, looked up): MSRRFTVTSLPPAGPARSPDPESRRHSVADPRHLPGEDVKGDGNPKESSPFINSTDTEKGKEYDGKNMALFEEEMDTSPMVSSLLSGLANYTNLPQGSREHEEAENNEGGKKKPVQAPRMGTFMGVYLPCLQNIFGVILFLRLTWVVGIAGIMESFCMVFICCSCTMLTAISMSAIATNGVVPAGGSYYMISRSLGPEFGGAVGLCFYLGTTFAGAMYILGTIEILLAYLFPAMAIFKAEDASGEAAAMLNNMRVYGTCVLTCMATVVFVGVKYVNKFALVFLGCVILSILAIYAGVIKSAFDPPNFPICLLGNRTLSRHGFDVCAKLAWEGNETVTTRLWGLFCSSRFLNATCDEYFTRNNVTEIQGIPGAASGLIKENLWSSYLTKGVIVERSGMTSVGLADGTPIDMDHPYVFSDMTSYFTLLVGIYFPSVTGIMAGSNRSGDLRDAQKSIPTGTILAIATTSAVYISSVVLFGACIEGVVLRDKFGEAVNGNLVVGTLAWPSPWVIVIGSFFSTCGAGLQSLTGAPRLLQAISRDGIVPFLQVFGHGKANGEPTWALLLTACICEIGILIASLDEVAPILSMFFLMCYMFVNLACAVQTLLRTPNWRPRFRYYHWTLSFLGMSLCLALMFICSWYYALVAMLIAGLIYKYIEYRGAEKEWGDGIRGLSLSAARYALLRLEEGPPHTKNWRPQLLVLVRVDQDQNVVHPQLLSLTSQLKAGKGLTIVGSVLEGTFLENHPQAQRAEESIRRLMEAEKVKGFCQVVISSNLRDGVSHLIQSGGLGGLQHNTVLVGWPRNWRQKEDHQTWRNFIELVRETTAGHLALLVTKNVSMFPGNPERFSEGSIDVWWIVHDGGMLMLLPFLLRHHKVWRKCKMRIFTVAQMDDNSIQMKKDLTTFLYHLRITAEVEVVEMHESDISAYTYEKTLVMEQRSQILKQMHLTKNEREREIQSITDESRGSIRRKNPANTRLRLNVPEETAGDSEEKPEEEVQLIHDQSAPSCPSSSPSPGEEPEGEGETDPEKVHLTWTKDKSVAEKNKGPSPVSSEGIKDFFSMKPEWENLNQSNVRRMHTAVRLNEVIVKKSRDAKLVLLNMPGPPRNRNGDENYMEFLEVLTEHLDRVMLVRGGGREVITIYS
TRPML3 agonist: human TRPML3 channel agonists, primary screen, cell-based, HEK293 TRPML3-YFP, Fluo-8 calcium fluorescence, 3 µM. 100% = the carbachol control signal. activation, % at 3 µM. AID 1448, 2008. Mucolipin-3 (Homo sapiens), Q8TDD5. actives 0.29% (n = 220,000);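 active = activation above its plate's cutoff, the mean activation of the plate's test wells plus 3 SD, cut at about 12% in these data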;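 note: 0% = DMSO only wells and 100% = carbachol wells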
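system = HEK293 cells stably carrying human TRPML3-YFP | doses = one concentration, 3 µM nominal, 0.3% DMSO | timing = dye loading 1 h 37 °C then 30 min ambient, 125 s read | detection = Fluo-8 calcium dye fluorescence, ex 470-495, em 515-575 nm | benchmarks = high control carbachol 87 µM, low control DMSO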
m-calpain inh: inhibitors of pig calpain II, primary screen, biochemical, fluorogenic peptide substrate, 1536-well. AID 1236, 2008. actives 0.37% (n = 220,000). purified calpain II, 30 min. inhibition, % at 16 µM;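 active = inhibition above about 50%, limit read from the data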
TRPN1 ag: zebrafish TRPN1 channel agonists, primary screen, cell-based, HEK293, calcium fluorescence. HEK293 zebrafish TRPN1-YFP, Fluo-8 calcium fluorescence; 100% = response to 87 µM carbachol. actives 0.18% (n = 220,000). activation, % at 3 µM;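 active = activation above its plate's cutoff, the mean activation of test wells on that plate plus 3 SD, cut at about 19% in these data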;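 note: 0% = DMSO alone and 100% = 87 µM carbachol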
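Assay system: Zebrafish TRPN1-YFP in HEK293 cells | Incubation: Dye loading 1 h at 37 °C, then 30 min room temperature | Measured by: Kinetic Fluo-8 fluorescence, ex 470-495, em 515-575 nm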
TbHK1 inh: Trypanosoma brucei hexokinase 1 inhibitors, primary screen, biochemical, G6PDH-coupled NADH absorbance, MLSCN library | hexokinase 1 [Trypanosoma brucei] | recombinant TbHK1, G6PDH-coupled NADH A340 | inhibition, % at 10 µM | actives 0.11% (n = 220,000);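 active = inhibition of 50% or more in the single-dose primary screen; inactive = inhibition below 50%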
Starred values were filed as active, the others as inactive; · = not tested or not shown; [ ] = remark or other dose.

#1 O=S(=O)(NC12CC3CC(CC(C3)C1)C2)c1ccc(F)cc1
#2 CN(C)S(=O)(=O)N1CCN(CC(=O)Nc2cc(Cl)ccc2Cl)CC1
#3 COc1ccccc1NC(=O)COC(=O)c1ccccc1OCC(=O)Nc1ccc(SC(F)F)cc1
#4 CC1CCN(S(=O)(=O)c2ccc(S(=O)(=O)NCc3ccco3)cc2)CC1
#5 CCS(=O)(=O)N1CCN(c2cccc(C)c2C)CC1
#6 COC(=O)c1c(NC(C)=O)csc1C
#7 c1ccc(CSc2nnc([C@@H]3CCCN3)o2)cc1
#8 COc1ccc(/C=N/NC(=O)CCc2c(C)n[nH]c2C)cc1O
Assay by compound	1	2	3	4	5	6	7	8
Furin inhibitor	-11[20 µM]	4[20 µM]	-22	-10[20 µM]	-13	-8	-10[20 µM]	-18[20 µM]
EBV gp42 block	-2	8	-10	-13	-2	-6	-5	-4
thrombin 1536	-10	3	-14	-3	1	-7	-2	-3
PPC-1+TRAIL kill	5	0	1	13	11	-12	5	-11
Cl transport mod	·	0.65	0.25	1.3	-0.64	0.3	0.36	·
TRPML3 agonist	0.4	-0.6	0.8	1.0	0.6	0.0	2.4	0.1
m-calpain inh	14	-12	-10	-19	-4	-15	-5	-2
TRPN1 ag	-1.2	2.0	0.3	0.9	0.1	-1.0	1.6	-0.5
TbHK1 inh	1	0	-6	0	4	0	5	-19

#9 N#CC1=C(SCC(=O)Nc2nccs2)NC(=O)CC1c1ccccc1 (centres undefined)
#10 Cn1c2ccccc2c(=O)c2c(=O)n(C3CCCCC3)c(-c3cccs3)nc21
#11 Clc1ccc(CSc2ncn(-c3ccccc3)n2)cc1
#12 Cc1ccc(CSc2nnc([C@@H]3CCCN3)o2)cc1
#13 Cc1ccnc(NS(=O)(=O)c2ccc(NC(=O)c3ccc(S(=O)(=O)N4CC(C)OC(C)C4)cc3)cc2)n1 (centres undefined)
#14 COCCn1c(N)c(N(Cc2ccccc2)C(=O)C2CCCCC2)c(=O)[nH]c1=O
#15 CCCOc1ccc(CCc2n[nH]c(=S)n2-c2ccccc2)cc1
#16 Cc1cc(NC(=O)CSc2nc3c(c(-c4cccnc4)c2C#N)CCC3)no1
Assay by compound	9	10	11	12	13	14	15	16
Furin inhibitor	8[20 µM]	-12[20 µM]	-8[20 µM]	-19[20 µM]	-30	-19	-30	-18[20 µM]
EBV gp42 block	-7	2	-9	-1	-13	-4	-1	-15
thrombin 1536	0	5	4	-2	1	-5	-9	-5
PPC-1+TRAIL kill	9	5	-2	7	12	-4	3	-22
Cl transport mod	-1.3	-3.2	·	-0.12	-0.58	-0.44	2.4	·
TRPML3 agonist	0.5	0.2	0.2	0.1	0.8	0.5	0.3	0.1
m-calpain inh	-108	-20	11	0	-13	-4	12	-37
TRPN1 ag	-0.6	-1.4	-0.9	0.6	0.5	0.6	0.6	0.0
TbHK1 inh	-18	-16	-2	6	-7	-2	-2	0

#17 CC(C)c1ccc(CNC(=O)CSCC(=O)Nc2ccc3ccccc3c2)cc1
#18 COc1ccc(C2=CSC(/N=C/c3ccc(F)cc3)=NN2)cc1
#19 O=C(NCc1ccco1)[C@@H]1CSC2c3ccccc3C(=O)N21 (some centres undefined)
#20 Cc1c(-n2c(O)c(C3=c4ccccc4=NC3=O)sc2=O)c(=O)n(-c2ccccc2)n1C
#21 CCOC(=O)C1CCCN(C(=O)/C=C/c2cc(OC)c(OC)c(OC)c2)C1 (centres undefined)
#22 CCCn1c(=O)[nH]c(=O)c2c(C(F)(F)F)cc(-c3ccc(C)cc3)nc21
#23 CN(C)c1cccc(C(=O)NNC(=S)NC2CC3CCC2C3)c1 (centres undefined)
#24 CC1CCN(CCCNC(=O)c2ccc(CSCc3cccc(Cl)c3)o2)CC1
Assay by compound	17	18	19	20	21	22	23	24
Furin inhibitor	-20	-16[20 µM]	-10	-18	-22	-34	-23	-16[20 µM]
EBV gp42 block	-7	-1	18	-60	-16	-19	-13	-9
thrombin 1536	-3	2	-6	-2	-9	-7	-4	3
PPC-1+TRAIL kill	2	16	-5	14	18	5	-6	4
Cl transport mod	0.3	1.2	-0.73	-0.22	0.9	1.4	·	0.64
TRPML3 agonist	0.1	0.0	0.1	0.4	1.0	1.5	-1.0	-0.6
m-calpain inh	36	17	-91	-36	-36	-160	-3	8
TRPN1 ag	1.8	0.4	-0.2	2.2	0.3	0.7	-0.5	0.2
TbHK1 inh	1	-8	-3	2	-8	1	0	7

#25 Cc1[nH]n(-c2ccccc2)c(=O)c1C=NCC1CCCO1 (centres undefined)
#26 O=C(O)CC/C(=N/NC(=O)c1cn(-c2ccccc2)nc1-c1ccccc1)C(=O)O
#27 Cc1ccc(NC(=O)CN(C)C(=O)C2COc3ccccc3O2)cc1 (centres undefined)
#28 COc1ccccc1C1C(C(N)=O)=C(C)Nc2nc(-c3ccc(Cl)cc3)nn21 (centres undefined)
#29 CC(=O)N/N=C/C1=CCC2CC1C2(C)C (centres undefined)
#30 CC(C)CC(=O)Nc1ccccc1-c1nnn(CC(=O)N2CCOCC2)n1
#31 Cc1cc(C)c2c(C)c(C(=O)Nc3c(C)n(C)n(-c4ccccc4)c3=O)oc2c1
#32 CC(=O)Nc1ccc(C(=O)N/N=C/c2ccncc2)cc1
Assay by compound	25	26	27	28	29	30	31	32
Furin inhibitor	-17	-13	-24	-33	-18	-13[20 µM]	-19	-5
EBV gp42 block	-6	-1	-1	2	-2	-8	-3	-10
thrombin 1536	0	-3	4	13	-7	-3	-7	-1
PPC-1+TRAIL kill	-6	30	-9	27	-1	5	3	·
Cl transport mod	0.39	0.24	0.43	0.051	1.3	0.2	-0.96	1.1
TRPML3 agonist	0.0	0.9	0.3	-0.2	1.2	-0.2	-0.8	0.5
m-calpain inh	-10	-20	-11	-3	17	-11	17	-15
TRPN1 ag	0.7	0.9	0.1	1.3	0.6	0.6	-2.8	0.5
TbHK1 inh	-2	4	-1	-4	5	2	-2	-1

#33 Cc1ccc(-c2csc(NC(=O)c3ccc(-c4ccccc4)cc3)n2)o1
#34 Cc1cccc(C(=O)NNC(=O)C(=O)NC(C)(C)C)c1
#35 CCCN(CCC)CCCNC(=O)CN1C(=O)CSc2ccc(S(=O)(=O)N3CCOCC3)cc21
#36 CC1Cc2ccccc2N1C(=O)CCNS(=O)(=O)c1cccc2nsnc12 (centres undefined)
#37 COC(=O)c1ccccc1NC(=O)c1cc2ncc(Br)cn2n1
#38 Cc1nn(CC(=O)NCCCc2ccccc2)c(C)c1[N+](=O)[O-]
#39 CCCCCCN(C(=O)CCl)c1ccccc1
#40 O=C(Nc1ccc(Cl)cc1)Nc1nnc(CSCc2ccccc2)s1
Assay by compound	33	34	35	36	37	38	39	40
Furin inhibitor	-21	-12[20 µM]	-20	-3	-30[20 µM]	-28	-4	-23
EBV gp42 block	-14	-6	8	-19	6	-5	-7	-10
thrombin 1536	12	2	1	0	-3	-8	-1	-8
PPC-1+TRAIL kill	21	9	6	4	21	-8	22	2
Cl transport mod	·	·	0.029	·	-0.034	-0.53	-1.3	-1.5
TRPML3 agonist	1.9	0.0	0.6	-0.1	0.7	0.5	-0.9	0.8
m-calpain inh	-10	3	20	10	-39	-18	-6	24
TRPN1 ag	1.6	0.9	-0.3	-0.7	-1.4	-0.3	-3.2	0.4
TbHK1 inh	-7	-3	9	5	-7	-5	-4	9

#41 CCCOC(=O)c1c(NC(=O)c2cnn3c2NC(c2ccccc2)CC3C(F)(F)F)sc2c1CCCC2 (centres undefined)
#42 COc1ccc(-c2nn(-c3ccccc3)cc2CN2CCCO2)c(F)c1
#43 CC1CCN(CCCCOc2ccccc2[N+](=O)[O-])CC1
#44 COc1ccc(-c2c3c(cc(C)[n+]2[O-])oc2ccc(OC)cc23)cc1
#45 CCOc1ccc(-c2cn3ccccc3n2)cc1[N+](=O)[O-]
#46 Cc1ccccc1CS(=O)(=O)CCC(=O)NCCCN1CCN(c2ccccc2F)CC1
#47 COc1ccc(-n2c(C)cc(SC)c(C(C)=O)c2=S)cc1
#48 CCC(C)C(NC(=O)c1ccccc1NC(=O)c1ccco1)C(=O)O (centres undefined)
Assay by compound	41	42	43	44	45	46	47	48
Furin inhibitor	-14	-2	-17	-13	-22	-16	-5[20 µM]	7
EBV gp42 block	-18	-4	-4	-7	-23	-5	-15	-8
thrombin 1536	0	0	0	-1	0	2	0	-3
PPC-1+TRAIL kill	19	8	15	24	40	17	14[5 µM]	-11
Cl transport mod	-0.6	·	·	-0.22	0.0094	·	-0.15	-0.58
TRPML3 agonist	1.2	-0.4	0.3	0.7	0.9	0.0	0.3	0.6
m-calpain inh	8	21	8	-27	9	-18	12	4
TRPN1 ag	3.0	0.6	0.0	2.4	1.0	1.4	0.6	1.3
TbHK1 inh	-33	-6	1	-4	-11	-4	-24	4

#49 COCCN1CCCC(CNCc2cn(C)nc2-c2ccc(Oc3ccccc3)cc2)C1 (centres undefined)
#50 COc1ccc(CCN(C)CCN2C(=O)c3ccccc3C2=O)cc1OC
#51 Cn1c(CNc2ccccc2)nc2ccccc21
#52 Cc1ccc(/C(O)=C2/C(=O)C(=O)N(Cc3ccco3)C2c2cccs2)cc1 (centres undefined)
#53 Cn1ncc(-c2ccno2)c1C(=O)O
Assay by compound	49	50	51	52	53
Furin inhibitor	-20	-23	-12	-15[20 µM]	-28
EBV gp42 block	-10	-8	3	1	-7
thrombin 1536	-14	-8	-5	2	-3
PPC-1+TRAIL kill	22	-9	23	1	-2
Cl transport mod	0.53	-0.93	-0.68	-0.64	-0.04
TRPML3 agonist	1.2	0.7	-0.4	0.7	0.8
m-calpain inh	11	10	-9	8	-14
TRPN1 ag	0.2	1.3	-1.6	-0.1	0.1
TbHK1 inh	11	4	-4	-17	-7

Screens: PubChem BioAssay, several laboratories
